KDM5B inhibitor: KDM5B demethylase inhibition; KDM5B demethylase, FDH-coupled NADH fluorescence (FDH is formaldehyde dehydrogenase); Potency, µM (top dose mostly 57.7 µM), without a hit: at the highest dose activity change, negative = inhibition, usual class: inhibitors; hit rate 2.6% among 220,000; active = well fitted inhibition curve with a large enough effect; inconclusive = small, poorly fitted or top-dose-only effect; inactive = no such curve, though single readings can be large or run the other way; also: 0% is about no effect; nearly all actives have a fitted effect of over 70% in size
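KDM5BΔAP (200 nM final) in 50 mM HEPES pH 7.5, 0.01% Tween-20 was preincubated 10 min at RT with compound over a concentration range. Substrate mix (H3K4me3 12.5 µM, α-KG 25 µM, Fe²⁺, ascorbate, NAD⁺, FDH) was added, and NADH fluorescence change over 30 min gave dose-response curves.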
* = called active by the depositor; [ ] = dose if it differs, or a comment. Potency is read from the fitted curve at half-maximal effect. The list is partial; the hit share may differ from the screen's.

Results for COc1cc(CN2CCc3nc(N4CCN(c5ccccn5)CC4)ncc3C2)cc(OC)c1OC ?
KDM5B inhibitor: inconclusive

What do the screens show for `C[C@H](O)c1c(-c2ccc(F)cc2)noc1C(=O)N1CCC1`?
KDM5B inhibitor: -21.2%[115 µM]

How did CCOc1ccc(C(=O)N2CCCN(c3cc(-c4ccc(F)cc4)[nH]n3)CC2)cc1 do in these assays?
KDM5B inhibitor: 4.2%

What do the screens show for `C=CCn1nc(C(=O)N2CCOCC2)c2c1CCC(NCC1(c3ccccc3)CCCCC1)C2` (configuration not stated)?
KDM5B inhibitor: 32.3%[activator]

What do the screens show for `CC1=C(C(=O)Nc2ccc(C)cc2C)C(c2cc(Br)ccc2F)n2ncc(C(=O)Nc3ccc(C)cc3)c2N1` (configuration not stated)?
KDM5B inhibitor: -13.7%

Results for Cc1ccc(C(=O)N2C3CCCC2CC(=O)C3)cc1 ?
KDM5B inhibitor: inconclusive

What do the screens show for `CCOc1ccc(-n2c(-c3ccc(Br)cc3)cc3c2CC(C)(C)CC3=O)cc1`?
KDM5B inhibitor: -18.4%

How did CCCCNC(=O)c1cc(-c2cccnc2)nc2ccc(S(=O)(=O)NCCCC)cc12 do in these assays?
KDM5B inhibitor: 6.1%

What do the screens show for `CCCS(=O)(=O)c1c(Nc2ccccc2C)sc(C(=O)c2ccccc2)c1N`?
KDM5B inhibitor: inconclusive

Results for COc1ccc(CCNc2ncnc3c2cnn3-c2ccc(C)cc2)cc1 ?
KDM5B inhibitor: 235.4%[activator]

Results for CC(C)C(=O)NCCc1noc(C2CC2)n1 ?
KDM5B inhibitor: 10.3%

How did Cc1ccc(S(=O)(=O)N2CCN(c3nc(CN4CCCC4)nc4sc(C)c(C)c34)CC2)cc1 do in these assays?
KDM5B inhibitor: inconclusive

Results for CCOc1ccc(Nc2oc(/C=C/c3ccc(OC)c(OC)c3)nc2C#N)cc1 ?
KDM5B inhibitor: inconclusive

What do the screens show for `COc1ccc(/C(C#N)=C/c2ccc(-c3cccc(C(F)(F)F)c3)o2)cc1OC`?
KDM5B inhibitor: inconclusive

Results for COCCOC1CCN(C(=O)c2c[nH]c3ccccc23)CC1 ?
KDM5B inhibitor: -8.2%

A stretch of the results above:
Results for CC(C)C(=O)NCCc1noc(C2CC2)n1 ?
KDM5B inhibitor: 10.3%

How did Cc1ccc(S(=O)(=O)N2CCN(c3nc(CN4CCCC4)nc4sc(C)c(C)c34)CC2)cc1 do in these assays?
KDM5B inhibitor: inconclusive

Results for CCOc1ccc(Nc2oc(/C=C/c3ccc(OC)c(OC)c3)nc2C#N)cc1 ?
KDM5B inhibitor: inconclusive

What do the screens show for `COc1ccc(/C(C#N)=C/c2ccc(-c3cccc(C(F)(F)F)c3)o2)cc1OC`?
KDM5B inhibitor: inconclusive

Results for COCCOC1CCN(C(=O)c2c[nH]c3ccccc23)CC1 ?
KDM5B inhibitor: -8.2%

(next part)
What do the screens show for `CCN(CC)CCCNC(=O)C1CCC(CNS(=O)(=O)c2ccc(Cl)cc2)CC1` (configuration not stated)?
KDM5B inhibitor: inconclusive

What do the screens show for `COCc1cnc2c(c1SCC(=O)NC1CCCC1)c(=O)n(C)c(=O)n2C`?
KDM5B inhibitor: -11.4%

Results for C#CCNC(=O)c1ccc2ccccc2n1 ?
KDM5B inhibitor: 13.9%

What do the screens show for `Cn1c(SCc2ccccc2Cl)nc(=O)c2c1NC(=O)CC2c1cc(F)ccc1F` (configuration not stated)?
KDM5B inhibitor: -10.5%

How did COc1cc(/C=C2/SC(=O)N(CC(=O)N3CCCC3)C2=O)ccc1Oc1ccc([N+](=O)[O-])cn1 do in these assays?
KDM5B inhibitor: -15.7%

Results for O=C(O)CCC(=O)N1CCC(N(Cc2ccccc2)C2CCOCC2)CC1 ?
KDM5B inhibitor: 7.5%

Results for Cc1ccc(C)c(C(=O)N2[C@@H]3CC[C@H]2CC(NC(=O)c2cnc(C)cn2)C3)c1 (some centres not stated) ?
KDM5B inhibitor: 14.3%

How did NCCN1C(=O)CO[C@H](c2ccc(NC(=O)NCc3ccccc3)cc2)[C@H]1CO do in these assays?
KDM5B inhibitor: 36.0%[86.2 µM]

How did COC(=O)c1ccc(-n2nnc(-c3nc(-c4ccccc4Cl)no3)c2C)cc1 do in these assays?
KDM5B inhibitor: 0.1%

How did COc1cc(NC(=O)Nc2ccc3nc(N4CCOCC4)cc(C)c3c2)cc(OC)c1 do in these assays?
KDM5B inhibitor: 19.5%

What do the screens show for `CCn1ccc(C(=O)N2CCC3(CC2)NCCc2c3[nH]c3ccccc23)n1`?
KDM5B inhibitor: inconclusive

Results for COc1ccccc1CN1Cc2cc(NC(=O)c3ccc(C#N)cc3)ccc2OC(C)C1=O (configuration not stated) ?
KDM5B inhibitor: inconclusive

How did COc1ccc(-c2nc3c(c(-c4ccccc4)n2)CN([S+](=O)([O-])c2c(C)noc2C)CC3)cc1 do in these assays?
KDM5B inhibitor: -15.3%

How did CN1CCCCCC(O)c2cc(C(=O)N3CCN(C4CCCCC4)CC3)ccc21 (configuration not stated) do in these assays?
KDM5B inhibitor: -21.8%

What do the screens show for `COCCc1nncn1C1CCN(S(=O)(=O)c2cc(F)ccc2F)CC1`?
KDM5B inhibitor: -6.6%

What do the screens show for `O=C(Nc1cccc(C(F)(F)F)c1)N1CC2CC(C1)[C@H]1CCCC(=O)N1C2` (some centres not stated)?
KDM5B inhibitor: -14.6%

Results for CC1CCC(NC(=O)CN2C(=O)C(C)(C)c3cc(S(=O)(=O)N4CCC(C)CC4)ccc32)CC1 (configuration not stated) ?
KDM5B inhibitor: 14.2%

How did COc1ccccc1NC(=O)CSc1n[nH]c(-c2ccccn2)n1 do in these assays?
KDM5B inhibitor: inconclusive

What do the screens show for `Fc1ccc(NC(=S)NCCc2c[nH]c3ccccc23)cc1`?
KDM5B inhibitor: 15.9%

What do the screens show for `C=CCOc1ccc(C(=O)Nc2cccc(F)c2)cc1`?
KDM5B inhibitor: 12.3%

Results for O=c1c2ccccc2nc2sc(COc3ccc(Br)cc3)nn12 ?
KDM5B inhibitor: 4.0%

How did O=C(NCc1ccccc1)C(=O)NCC(c1cccnc1)N1CCN(c2ccccc2)CC1 (configuration not stated) do in these assays?
KDM5B inhibitor: -13.9%

Results for CC(CC(=O)O)CC(=O)N1CCCCC1 (configuration not stated) ?
KDM5B inhibitor: -6.4%

How did O=S(=O)(c1ccc2c(c1)CCN2Cc1cccc(Cl)c1)N1CCOCC1 do in these assays?
KDM5B inhibitor: -15.1%

What do the screens show for `O=C(NCC12CC3CC(CC(C3)C1)C2)c1cc2nc(-c3ccc(Cl)cc3)cc(C(F)(F)F)n2n1`?
KDM5B inhibitor: -28.5%

Results for COc1ccc(C2=Nc3ccc(C)cc3NC(c3ccc(Cl)cc3)=N2)cc1 ?
KDM5B inhibitor: -18.3%

Results for COCC(=O)Nc1ccc([C@H]2OCC(=O)N[C@@H]2CO)cc1 ?
KDM5B inhibitor: 5.7%[86.2 µM]

What do the screens show for `O=C(Nc1ccc2[nH]ncc2c1)c1cnc2c(cnn2C2CCCC2)c1`?
KDM5B inhibitor: inconclusive

What do the screens show for `COc1ccc([C@@H]2CN(C(=O)CCc3c(C)noc3C)C[C@H]2N(C)C)cc1`?
KDM5B inhibitor: -1.8%

Results for COc1ccc(/C=N/NC(=O)CCn2cnc3ccccc32)cc1 ?
KDM5B inhibitor: 12.9%

Results for Cc1nc(C2CCCCN2C(=O)c2ccco2)n[nH]1 (configuration not stated) ?
KDM5B inhibitor: -8.3%

How did O=C(c1ccncc1)N1CC2CCC(C1)N2Cc1ccc(-c2cccs2)cc1 do in these assays?
KDM5B inhibitor: 79.4µM*

What do the screens show for `O=C(NCc1cccc(C(F)(F)F)c1)c1ccc2nccn2c1`?
KDM5B inhibitor: 35.5µM*

Results for CCCNC(=O)CC(c1ccccc1OC)c1c[nH]c2c(CC)cccc12 (configuration not stated) ?
KDM5B inhibitor: 31.6µM*

What do the screens show for `CC(C)CNC(=O)CN1CCOc2c(O)cc(-c3cccc(Cl)c3)cc2C1`?
KDM5B inhibitor: -15.6%

How did Cc1ccc(-c2noc(COc3ccc4c(C)cc(=O)oc4c3)n2)cc1 do in these assays?
KDM5B inhibitor: inconclusive

Results for CCn1cc(CN2C[C@@H]3C(=O)N(Cc4ccc5c(c4)OCO5)C(=O)[C@@H]3C2)cn1 ?
KDM5B inhibitor: 13.4%

What do the screens show for `CCCCOC(=O)/C(C#N)=C/c1ccc(-c2ccc(Br)cc2)o1`?
KDM5B inhibitor: -18.3%

What do the screens show for `Cc1ccc(Cn2c(=O)n(CCCCC(=O)NCCc3ccc(Cl)cc3)c(=O)c3ccccc32)cc1`?
KDM5B inhibitor: -0.1%

Results for NCc1cccc(-c2cc(C(F)(F)F)ccc2Cl)c1 ?
KDM5B inhibitor: 89.1µM*

Results for Cn1c(=O)[nH]c(=O)c2c1nc(SCC(=O)O)n2Cc1ccc(Cl)cc1 ?
KDM5B inhibitor: 17.1%

What do the screens show for `COc1cc2c(=O)n(Cc3ccco3)c(=O)n(CC(=O)Nc3ccc(F)cc3)c2cc1OC`?
KDM5B inhibitor: inconclusive

What do the screens show for `Cc1noc2c(NC3CCC(O)CC3)cc(-c3ccc(F)cc3)nc12` (configuration not stated)?
KDM5B inhibitor: -3.6%[86.2 µM]

How did NC(=O)c1ccsc1NC(=O)COC(=O)c1ccc(Br)cc1 do in these assays?
KDM5B inhibitor: -22.0%

Results for COc1ccc(CCNC(=O)c2ccc3c(c2)CCN3S(C)(=O)=O)cc1 ?
KDM5B inhibitor: 1.8%

How did CCOc1ccc(CNC2CC2)cc1 do in these assays?
KDM5B inhibitor: 10.1%

What do the screens show for `COc1cccc(NC(=O)Nc2ccc3nc(N4CCN(C)CC4)cc(C)c3c2)c1`?
KDM5B inhibitor: inconclusive

What do the screens show for `CCCCN(C)CCCNC(=O)c1cn(CC)c2ccc(S(=O)(=O)N3CCc4ccccc4C3)cc2c1=O`?
KDM5B inhibitor: -18.6%

How did Cc1n[nH]c(C)c1CNC(=O)C1Cn2cccc2C(=O)N1Cc1ccccc1 (configuration not stated) do in these assays?
KDM5B inhibitor: -19.9%

How did CCCN1CCCCC12Cc1ccccc1CN(C(=O)CC)C2 (configuration not stated) do in these assays?
KDM5B inhibitor: inconclusive

How did Cc1ncccc1C(=O)N[C@@H]1CN(Cc2ccccc2)C[C@H]1CN(C)C do in these assays?
KDM5B inhibitor: -2.5%

How did Fc1ccc(Cc2nc3nccc(-c4ccsc4)n3n2)cc1 do in these assays?
KDM5B inhibitor: 25.1µM*

What do the screens show for `C[N+](C)(N)Cc1ccccc1`?
KDM5B inhibitor: -10.0%

Results for CCCCCCCCN1C(=O)[C@@H](CC(=O)N2CCCC2)C[C@@]2(C(=O)OC)C1=C[C@H](COCc1ccccc1)O[C@@H]2C ?
KDM5B inhibitor: -6.2%

How did CC(=O)c1cccc(NC(=O)Cn2c(-c3ccc(F)cc3)nc(C)c(CCO)c2=O)c1 do in these assays?
KDM5B inhibitor: -6.7%

What do the screens show for `Cc1ccc(C)c(OC(=O)c2ccc(CSc3ccc(Cl)cc3)cc2)c1`?
KDM5B inhibitor: 20.8%

What do the screens show for `COc1cc(OC)c(NC(=O)c2ccc3c(Cl)c4c(nc3c2)CCCC4)cc1Cl`?
KDM5B inhibitor: 7.4%

How did Cc1cc(Cl)ccc1-c1ccccc1C=O do in these assays?
KDM5B inhibitor: 19.1%[230 µM]

Results for Cc1nc(CCNC(=O)C2CC2)no1 ?
KDM5B inhibitor: 11.2%

Results for COc1ccc(CN2CCCC2c2cccc(C)c2)cc1O (configuration not stated) ?
KDM5B inhibitor: 5.3%

Grouped by structure, the entries above with two or more sulfur atoms.
What do the screens show for `CCCS(=O)(=O)c1c(Nc2ccccc2C)sc(C(=O)c2ccccc2)c1N`?
KDM5B inhibitor: inconclusive

How did Cc1ccc(S(=O)(=O)N2CCN(c3nc(CN4CCCC4)nc4sc(C)c(C)c34)CC2)cc1 do in these assays?
KDM5B inhibitor: inconclusive

Next section:
What do the screens show for `CC(C)C1c2nccn2CCCN1C(=O)CN1CCCC1=O` (configuration not stated)?
KDM5B inhibitor: 6.2%

Results for CCCCN(C)CCCNC(=O)c1cc(-c2ccc(Br)s2)nc2ccccc12 ?
KDM5B inhibitor: 2.2%

What do the screens show for `Cn1nc(C(=O)NC2CCN(C(=O)N3CC4CC(C3)[C@H]3CCCC(=O)N3C4)CC2)c2ccccc21` (some centres not stated)?
KDM5B inhibitor: inconclusive

What do the screens show for `CCC(=O)Nc1cc2nn(-c3ccc(C)cc3)nc2cc1C`?
KDM5B inhibitor: inconclusive

How did COc1ccc(F)cc1CN1CCN(c2ncnc3scc(-c4ccccc4)c23)CC1 do in these assays?
KDM5B inhibitor: inconclusive

Results for CCc1noc(-c2cn(C3CCN(C(=O)c4cc(OC)cc(OC)c4)CC3)nn2)n1 ?
KDM5B inhibitor: -3.2%

Results for Cc1ccc(NC(=O)C2CC3CCC2C3)c(Cl)c1 (configuration not stated) ?
KDM5B inhibitor: 27.2%

Results for COCC(=O)NC[C@H]1O[C@@H](CC(=O)NCc2ccc(F)cc2)[C@H](O)[C@@H]1O ?
KDM5B inhibitor: -6.1%[86.2 µM]

What do the screens show for `CCc1ccccc1NC(=O)Cn1nc(C(F)(F)F)c2c1CCCC2`?
KDM5B inhibitor: 4.2%

What do the screens show for `Cc1cc(C)n(-c2nc3cc(Cl)ccc3nc2NCc2cccnc2)n1`?
KDM5B inhibitor: -10.7%

Results for CC(=O)N1CCc2ccc(C(=O)N3CCC(C)CC3)cc21 ?
KDM5B inhibitor: -4.9%

Results for Cc1nccnc1N1CCC(N2CCCC(C(=O)NCCc3ccccc3)C2)CC1 (configuration not stated) ?
KDM5B inhibitor: inconclusive

Results for Cc1ccccc1Sc1ccc([N+](=O)[O-])cn1 ?
KDM5B inhibitor: -7.2%

Source: PubChem (National Center for Advancing Translational Sciences (NCATS))
